Screening data as filed in PubChem BioAssay.
HT1080NT lethal: kills 2HG-producing HT-1080-NT fibrosarcoma cells. 360,000 tested, 1.6% active. Potency, µM (top dose mostly 46.1 µM), without a hit: top-dose activity, negative = less viability, hits mostly cytotoxic. HT-1080-NT fibrosarcoma viability, CellTiter-Glo ATP luminescence, 48 h;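 note: NT is the 2HG producing partner of a matched IDH1 knockdown line; potency is the fitted concentration of half-maximal effect; 0% = DMSO-treated cells and -100% = media-only wells without cells; nearly all actives have a fitted effect of over 55% in size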
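Toxicity toward the 2HG-producing NT line was scored as %Activity, normalised to DMSO and no-cell wells, from CellTiter-Glo luminescence after 48 hours' treatment.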
IL-1B inflam inh: inflammasome signaling inhibition, IL-1 beta readout; THP-1 LPS/ATP IL-1B secretion, AlphaLISA, 16 h; active compounds read low; activity change, % at 57.5 µM; 360,000 tested, 4.7% active; AID 743279; in the data active = activity change below about -50%; inconclusive = mostly about -30% to -49%; note: % is set by controls: 0 for no effect and ±100 for the full control effect
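Secreted IL-1B measured by AlphaLISA bead assay after 16 h compound exposure of THP-1 cells; compounds (final up to 57.5 uM) added 1 h before LPS (250 ng/mL) and ATP (1.25 mM) stimulation; lower signal means less secretion.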
DRD3 agonist: agonists of human D3 dopamine receptor | P35462 | D3R DiscoveRx beta-arrestin cells, luminescence, 90 min | max activation, % | 410,000 tested, 0.58% active | AID 652048; in the data active = max activation above about 30%; note: 0% is about no effect; mostly tested at two doses, the higher about 12 µM
Target sequence (P35462 whole entry, looked up): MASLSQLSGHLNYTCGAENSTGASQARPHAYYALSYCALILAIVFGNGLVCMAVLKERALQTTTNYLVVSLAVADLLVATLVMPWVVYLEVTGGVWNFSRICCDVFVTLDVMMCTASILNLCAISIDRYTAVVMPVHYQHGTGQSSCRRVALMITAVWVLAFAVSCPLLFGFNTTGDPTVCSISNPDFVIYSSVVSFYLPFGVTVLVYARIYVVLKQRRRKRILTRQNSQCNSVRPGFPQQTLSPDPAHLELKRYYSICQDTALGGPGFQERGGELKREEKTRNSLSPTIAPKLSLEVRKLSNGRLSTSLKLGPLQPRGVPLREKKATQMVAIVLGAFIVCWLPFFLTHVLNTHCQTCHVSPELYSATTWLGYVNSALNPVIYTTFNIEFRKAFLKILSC
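Cells at 1500/well, incubated overnight, then treated with pinned compounds (dopamine as control) for 90 min at 37 degrees C. DiscoveRx reagent added for 30 - 60 minutes at room temperature; luminescence read.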
D3 antag: antagonists of human D3 dopamine receptor. P35462. D3R cells, DiscoveRx beta-arrestin luminescence, antagonist mode; active compounds read low. max response, negative = inhibition, %. 360,000 tested, 2.5% active. AID 652054; in the data active = max response below about -50%; inconclusive = no clear call, values can overlap the other calls; note: % is set by controls: 0 for no effect and ±100 for the full control effect; mostly tested at two doses, the higher about 12 µM
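Cells expressing the human receptor were seeded at 1500 cells/well, incubated overnight at 37 degrees C in 5% CO2, then exposed to library compounds with dopamine controls for 90 minutes at 37 degrees C before luminescent detection.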
GLP-1R agonist: agonists of human GLP-1 receptor. HEK293 GLP-1R CRE-luciferase, luminescence, 4-6 h; cells express a hypersensitive GLP-1R form. Potency, µM (series often up to 45.6 µM), inactives show at the highest dose activation, most hits filed as activators. 380,000 tested, 0.007% active. AID 624172; note: potency is the fitted concentration of half-maximal effect; % of control where 0% means no effect
Target sequence (P43220 whole entry, looked up): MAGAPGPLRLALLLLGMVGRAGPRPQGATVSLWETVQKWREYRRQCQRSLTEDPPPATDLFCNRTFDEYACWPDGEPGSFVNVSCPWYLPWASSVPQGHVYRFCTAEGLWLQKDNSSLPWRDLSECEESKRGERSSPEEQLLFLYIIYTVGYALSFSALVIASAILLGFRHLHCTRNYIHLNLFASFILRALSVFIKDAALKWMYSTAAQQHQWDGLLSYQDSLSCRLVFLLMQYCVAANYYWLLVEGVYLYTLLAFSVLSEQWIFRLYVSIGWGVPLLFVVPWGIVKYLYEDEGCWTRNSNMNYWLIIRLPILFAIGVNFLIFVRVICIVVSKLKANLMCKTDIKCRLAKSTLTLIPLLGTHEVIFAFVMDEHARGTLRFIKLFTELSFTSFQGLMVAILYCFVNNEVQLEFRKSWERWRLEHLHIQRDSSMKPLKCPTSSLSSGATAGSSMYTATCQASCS
KB-V1 MDR tox: kills drug-selected multidrug resistant KB-V1 cells | KB-V1 MDR cells viability, CellTiter-Glo, 72 h | Potency, µM (doses to about 46.1 µM), inactives show top-dose activity change, negative = cytotoxicity, hits mostly cytotoxic | 400,000 tested, 3.4% active; note: potency is the fitted concentration of half-maximal effect; % is set by controls: 0 for no effect and ±100 for the full control effect; nearly all actives have a fitted effect of over 60% in size
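Cytotoxicity via CellTiter-Glo luminescence after 72 h compound exposure at 37 degrees C. Cells: drug-selected KB-V1 line, DMEM phenol-red free plus 10% FBS. Compounds tested at multiple concentrations; normalized data fitted to concentration-effect curves.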
SW480 rerep: DNA re-replication induction in SW480 cells; Potency, µM (highest dose often 46.1 µM), for the others: at the top dose re-replication activation, most hits filed as activators; SW480 DNA re-replication, Hoechst DNA content imaging, 48 h; 340,000 tested, 1.8% active; note: potency is the fitted concentration of half-maximal effect; % of control where 0% means no effect; nearly all actives have a fitted effect of over 55% in size
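Cells (250 per well) received 23 nL compound or DMSO by pin tool and were kept 48 hr at 37 C, 5% CO2. Nuclei were then stained with Hoechst for 40 min and scanned for DNA content.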
HT1080 IDH1KD tx: toxicity to HT-1080 IDH1 knockdown cells (counter line) | HT-1080 IDH1 knockdown viability, ATP luminescence, 48 h | Potency, µM (top dose mostly 46.1 µM), for the others: top-dose activity, negative = toxicity, actives largely listed as cytotoxic | AID 686971 | 360,000 tested, 2% active;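 note: potency is the fitted concentration of half-maximal effect; 0% = DMSO wells and -100% = cell-free medium wells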
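Knockdown cells (IDH1KD HT-1080) received compounds 2 h after plating at 750 cells/well and were kept 48 h at 37 °C in 5% FBS RPMI. A CellTiter-Glo luminescence read gave % activity for curve fitting.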
KB-3-1 tox: KB-3-1 parental cell cytotoxicity. AID 1347075. Potency, µM (doses to about 46.1 µM), inactives show at the highest dose activity change, negative = cytotoxic, usual class: cytotoxic. 400,000 tested, 1.4% active. KB-3-1 viability, CellTiter-Glo ATP luminescence, 72 h; note: potency is the fitted concentration of half-maximal effect; % is set by controls: 0 for no effect and ±100 for the full control effect; nearly all actives have a fitted effect of over 60% in size
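Here the drug-naive KB-3-1 line serves as comparator for MDR sub-line selectivity; cells received compound titrations, 72 h at 37 °C, then CellTiter-Glo readout.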
Numbers without * were called inactive; ? = inconclusive; . = no result given; & = joins results of further samples; [ ] = another dose, or the depositor's remark. Unless noted, calls come from the whole dose curve; as a rule, active = well fitted curve in the direction sought with a large enough effect; inconclusive = small, poorly fitted or top-dose-only effect, or another doubt; inactive = no such curve, though single readings can be large; an effect the other way counts as inactive or inconclusive.

SMILES	HT1080NT lethal	IL-1B inflam inh	DRD3 agonist	D3 antag	GLP-1R agonist	KB-V1 MDR tox	SW480 rerep	HT1080 IDH1KD tx	KB-3-1 tox
COc1ccc(N2CCN(CCCn3c(=S)[nH]c4ccccc4c3=O)CC2)cc1	-27%	21	-3	-75*	-4%	20%	5%	?	0%
CCc1ccccc1NC(=O)Nn1cnnc1	30%	-1	-5	1	-2%	20%	-7%	12%	5%
O=S(=O)(Nc1ccc(-c2nc3ccccc3o2)cc1)c1ccccc1	10%	7	1	16	8%	6%	0%	-2%	1%
C=CCOc1ccc(/C=N/NC(=O)C(C)Sc2ccccn2)cc1OC (centres undefined)	10%	13	1	-9	23%	-6%	-7%	-2%	23%
CC(CN1CCCCC1)NC(=O)c1cccs1 (centres undefined)	-1%	0	-4	-13	2%	-2%	3%	-1%	0%
CCOC(=O)CSc1nnc(Cc2cc(=O)[nH]c(=O)[nH]2)n1-c1ccc(Cl)cc1	-3%	-5	-6	-21	5%	2%	2%	-4%	-3%
Cc1cc(NC(=O)CCC(=O)N(c2ccc(C)c(F)c2)C(C(=O)NC2CCCC2)c2ccco2)no1 (centres undefined)	-9%	-12	-5	-16	13%	?	11%	-8%	-19%
O=C1CCNCCN1[C@H](CO)Cc1ccccc1	10%	17	4	0	6%	14%&-6%	-3%	10%	0%&0%
COc1cc2c(cc1OC)CN(C(=O)c1ccc3[nH]c(C)c(C)c3c1)CC2	1%	-24	-4	40	28%	?	8%	-3%	0%
Cc1nn(C)cc1CN(C)C(=O)c1nn2c(c1Cl)NC(c1cccs1)CC2C(F)(F)F (centres undefined)	-18%	20	-3	?	4%	18µM*	-3%	-14%	10%
CCOc1ccc(CNC(=O)C2CCCN(S(=O)(=O)N3CCC(C)CC3)C2)cc1OC (centres undefined)	0%	-14	0	1	0%	?	.	-1%	4%
CCn1c(COc2ccc3c(c2)CCCC3)nnc1SCC(=O)Nc1nccs1	1%[9.24 µM]	-10	-1	24	-13%	0%	2%	-2%	15%
CCn1c(SCC(=O)Nc2cccc(C)c2)nc2nc3c(cc2c1=O)COC(C)(C)C3	15%	-83*	-9	11	2%	?	-3%	14%	0%
CSC(C1CCCC1)n1nnc2ccccc21 (centres undefined)	6%	42	7	-1	12%	0%	-48%[inhibitor][9.22 µM]	10%	6%
Cc1ccc(C(=O)Nc2nc(-c3cc(Cl)sc3Cl)cs2)cc1	-13%	24	10	13	-11%	-20%	0%	-17%	-24%
COc1ccc(C=O)cc1CSc1nnc(COc2cccc3cccnc23)o1	-3%	-1	8	40	1%	-2%	1%	-2%	11%
Cc1ccc(-n2ncc3c(=O)[nH]c(SC(C)C)nc32)cc1	8%	8	2	19	-5%	4%	-11%	6%	-9%
FC(F)(F)c1ccccc1Cc1c(-c2ccc(Cl)cc2)nc2ccc(Br)cn12	?	-9	-7	-54*	-1%	0%	.	-7%	?
Cc1cc(=O)oc2cc(OCC(=O)N3CCN(C(=O)C4COc5ccccc5O4)CC3)ccc12 (centres undefined)	-5%	?	5	8	1%	-27%	6%	-7%	22%
O=C(O)c1ccc(-c2cccc([N+](=O)[O-])c2)o1	15%	0	-4	7	-2%	17%	7%	1%	-2%
CCCCn1c(N)c(N(C)C(=O)c2ccc(-n3cccn3)cc2)c(=O)[nH]c1=O	0%[9.24 µM]	7	9	12	4%	22%	?	9%	14%
COc1ccc(C2(c3ccc(OC)cc3)NC(=O)NC2=O)cc1	3%	-5	20	-4	2%	5%	5%	1%	23%
Brc1cccc(-c2nnc3n2CCC3)c1	-7%	-2	-2	-13	-3%	3%	-4%	-4%[9.24 µM]	-10%
CSc1ccccc1C(=O)N1CCC(n2nccc2NC(=O)C(C)(C)C)CC1	14%	13	3	1	-16%	0%	-2%	7%	0%
Cc1ccc(CN(Cc2ccc(C)o2)C(=S)NCC(=O)O)cc1	14%	0	1	2	-3%	-9%	-6%	27%	2%

The last 4 entries of the section before come first, to join the parts.
SMILES	HT1080NT lethal	IL-1B inflam inh	DRD3 agonist	D3 antag	GLP-1R agonist	KB-V1 MDR tox	SW480 rerep	HT1080 IDH1KD tx	KB-3-1 tox
COc1ccc(C2(c3ccc(OC)cc3)NC(=O)NC2=O)cc1	3%	-5	20	-4	2%	5%	5%	1%	23%
Brc1cccc(-c2nnc3n2CCC3)c1	-7%	-2	-2	-13	-3%	3%	-4%	-4%[9.24 µM]	-10%
CSc1ccccc1C(=O)N1CCC(n2nccc2NC(=O)C(C)(C)C)CC1	14%	13	3	1	-16%	0%	-2%	7%	0%
Cc1ccc(CN(Cc2ccc(C)o2)C(=S)NCC(=O)O)cc1	14%	0	1	2	-3%	-9%	-6%	27%	2%
Cn1c(Cn2c(=O)sc3ccccc32)nnc1SCC(=O)N1CCc2ccccc21	11%	68	2	1	-3%	8%	-5%	2%	6%
CC[C@]12c3[nH]c4cc(-c5ccco5)ccc4c3CCN1C(=O)[C@@H](CC(=O)NCCc1ccccn1)C[C@@H]2C(=O)N1CCN(C(=O)c2ccco2)CC1	-5%	-13	3	-18	-4%	10%	10%	-6%	8%
Cc1cc(/C=N/NC(=O)CC2(C)OCCO2)c(C)n1-c1cc(Cl)cc(Cl)c1	6%	16	-1	28	6%	-34%	-1%	0%	-27%
COC(=O)COc1ccsc1C(=O)OC	5%	-10	19	13	-6%	11%	0%	-2%	1%
CCN(CC1CCCO1)C(=O)c1cc(COc2cc(C)c(Cl)c(C)c2)on1 (centres undefined)	1%	0	-10	12	-5%	0%	-1%	0%	-18%
Cc1ccc(-n2c(SCC(=O)N3CC(=O)Nc4ccccc43)nc3ccccc3c2=O)cc1C	-24%	0	2	-5	15%	-28%	-8%	-27%	?
O=C(NCC1COc2ccccc2O1)C1CCN(S(=O)(=O)c2ccccc2)CC1 (centres undefined)	19%	3	6	-8	-7%	-7%	-1%	?	0%
CC1CCCCN1CCCNc1ccc(C(CC(N)=O)NC(=O)Cc2ccc(Br)cc2)cc1[N+](=O)[O-] (centres undefined)	10%	-2	1	-52*	6%	-6%	3%	2%	14%
Cc1ccc(COc2ccc(/C=N/NC(=O)c3nnn(-c4nonc4N)c3COc3ccc(F)cc3)cc2)cc1	8%	24	-3	0	6%	?	18%	9%	?
Cc1ccc(Cl)cc1N1CCN(S(=O)(=O)c2cn(C)c(C)n2)CC1	.	.	-7	.	7%	0%	.	.	38%
Cc1cccn2c(=O)c(/C=C(\C#N)C(=O)NC3CCS(=O)(=O)C3)c(N3CC(C)OC(C)C3)nc12 (centres undefined)	0%	-6	18	8	12%	3%	?	0%	?
O=C(O)c1cccc(NC(=S)NC(=O)c2ccc(-c3ccc(Cl)cc3)o2)c1	-7%	8	-1	-18	0%	0%	10%	-23%	-1%
O=C(O)C1C2C=CC(C2)C1C(=O)NC1CCN(Cc2ccccc2)CC1 (centres undefined)	-6%	9	-5	-26	-8%	0%	-1%	-6%	2%
COc1ccccc1OCC(=O)OCc1cc(-c2ccco2)on1	-5%	1	-5	-21	-5%	-7%	-3%	0%	4%
CC(=O)Nc1ccc(Sc2ncccc2C(=O)Nc2cc(Cl)cc(Cl)c2)cn1	-12%	-17	-33	-52*	6%	10%	9%	-30%	1%
CC(C)(/C=N/NC(=O)CSCc1ccc(Cl)cc1)CCC#N	-18%	23	5	10	18%	-21%	0%	-21%	-4%
Cc1onc(-c2ccccc2Cl)c1C(=O)Nc1ccc2c(c1)OCO2	10%	-16	-10	-2	19%	-12%	?	12%	3%
CC1CCN(C(=O)c2[nH]cnc2C(=O)N(C)Cc2ccccc2)CC1	6%	35	-9	15	9%	26%	-12%	13%	15%
O=C(CSc1cccc2cccnc12)N/N=C/c1ccncc1	-5%	8	-2	-4	-5%	-15%	1.8µM*	-5%	-4%
CSc1nnc(-c2cc3c(s2)-c2ccccc2CC3)o1	-16%	-1	4	32	21%	?	0%	-13%[9.24 µM]	-5%
O=C(NCCCc1ccccc1)c1ccncc1	7%	9	3	2	2%	-19%	3%	6%	-2%
Cc1cc(OCC(=O)NCc2ccncc2)ccc1Cl	2%	0	4	5	3%	4%	-41%[inhibitor]	-14%	-1%
Cc1ccc(NC(=O)CNCc2cccs2)c(Br)c1	17%	3	-15	-18	-7%	-10%	-20%	7%	-2%

3 structures out of the list, ordered by number of heavy atoms, low to high:
SMILES	HT1080NT lethal	IL-1B inflam inh	DRD3 agonist	D3 antag	GLP-1R agonist	KB-V1 MDR tox	SW480 rerep	HT1080 IDH1KD tx	KB-3-1 tox
CC(CN1CCCCC1)NC(=O)c1cccs1 (centres undefined)	-1%	0	-4	-13	2%	-2%	3%	-1%	0%
O=C(O)C1C2C=CC(C2)C1C(=O)NC1CCN(Cc2ccccc2)CC1 (centres undefined)	-6%	9	-5	-26	-8%	0%	-1%	-6%	2%
Cc1ccc(-n2c(SCC(=O)N3CC(=O)Nc4ccccc43)nc3ccccc3c2=O)cc1C	-24%	0	2	-5	15%	-28%	-8%	-27%	?
